# 3T3 cytotox = kills NIH 3T3 cells. NIH 3T3 viability, CellTiter-Glo ATP luminescence, 48-72 h. Potency, µM (titrated, usually from 96.7 µM), for inactives: at the highest dose activity change, negative = cytotoxicity, hits mostly inhibitors. hit rate 4.3% among 94,000; further: potency means the concentration at half of the fitted maximal effect; nearly all actives have a fitted effect of over 55% in size
#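 Mouse fibroblast NIH 3T3 cells, 400 per well, received compound via pintool and were incubated for 48 or 72 hr prior to CellTiter-Glo ATP luminescence measurement.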
# SNCA expr inh = inhibitors of alpha-synuclein (SNCA) gene expression; HEK-293 SNCA-luciferase knock-in, luminescence, 24 h; Potency, µM (series often up to 57.2 µM), for the others: at the top dose activity change, negative = inhibition, actives largely listed as inhibitors; hit rate 0.17% among 140,000; AID 1671194;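 further: potency means the concentration at half of the fitted maximal effect; plate controls were DMSO cells for no effect and cell-free wells for full effect; nearly all actives have a fitted effect of over 45% in size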
# HEK293 tox = cytotoxic compounds in HEK 293 cells | Potency, µM (top dose mostly 115 µM), inactives show at the top dose activity change, negative = cytotoxicity, actives largely listed as inhibitors | AID 1345083 | hit rate 6.6% among 94,000 | HEK 293 viability, ATP luminescence (CellTiter-Glo), 48-72 h; further: potency means the concentration at half of the fitted maximal effect; nearly all actives have a fitted effect of over 60% in size
#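 Pintool-delivered compounds were incubated with HEK 293 cells (250 cells/well) at 37 degree Celsius for 48 or 72 hr. ATP-dependent luminescence (CellTiter-Glo) then reported remaining viable cells.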
# HEK293 viab = cell viability loss counter-screen; hit rate 0.12% among 150,000; Potency, µM (top dose mostly 57.1 µM), inactives show at the highest dose activity change, negative = cytotoxicity, hits mostly cytotoxic; HEK-293-SNCA-luc viability, GF-AFC fluorescence, 24 h;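 further: potency means the concentration at half of the fitted maximal effect; 0% = DMSO-treated cells and -100% = medium-only wells without cells; nearly all actives have a fitted effect of over 30% in size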
#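 Cytotoxicity counterscreen: after 24 h compound treatment of genome-edited SNCA-luciferase HEK-293 cells, live-cell protease substrate GF-AFC read by fluorescence after 30 min; activity scaled between DMSO (0%) and medium-only (-100%), curves Hill-fitted.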
# GPT2 inhibitor = GPT2 alanine aminotransferase inhibition. Recombinant GPT2, coupled pyruvate oxidase/HRP Amplex Red fluorescence. Potency, µM (top dose mostly 57.7 µM), for inactives: at the highest dose activity change, negative = inhibition, hits mostly inhibitors. hit rate 0.25% among 100,000; further: potency means the concentration at half of the fitted maximal effect; nearly all actives have a fitted effect of over 60% in size; many of its hits are not listed in these tables
# Target sequence (Q8TD30 whole entry, looked up): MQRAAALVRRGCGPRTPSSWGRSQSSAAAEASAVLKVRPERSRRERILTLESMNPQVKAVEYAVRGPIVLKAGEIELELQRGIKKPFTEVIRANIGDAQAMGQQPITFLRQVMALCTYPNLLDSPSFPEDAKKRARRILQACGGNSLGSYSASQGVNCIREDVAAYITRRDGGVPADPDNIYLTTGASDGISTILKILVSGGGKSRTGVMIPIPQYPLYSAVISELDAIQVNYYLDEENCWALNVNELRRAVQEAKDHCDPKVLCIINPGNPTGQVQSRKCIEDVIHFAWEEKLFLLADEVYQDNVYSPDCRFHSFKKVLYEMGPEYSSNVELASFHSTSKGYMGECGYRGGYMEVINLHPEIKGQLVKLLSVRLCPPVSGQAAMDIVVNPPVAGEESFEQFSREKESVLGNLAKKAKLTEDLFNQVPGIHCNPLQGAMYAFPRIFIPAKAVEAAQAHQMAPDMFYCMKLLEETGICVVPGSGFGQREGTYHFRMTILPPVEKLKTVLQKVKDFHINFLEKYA
#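 Inhibition is scored from Amplex Red fluorescence generated when pyruvate oxidase and HRP act on pyruvate released by GPT2. Reactions contain 10ng/uL enzyme, 250uM a-KG and 2mM L-alanine and run 30 min at room temperature.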
# FLuc inh = inhibitors of firefly (Photinus pyralis) luciferase; P08659; purified P. pyralis luciferase, luminescence, biochemical; Potency, µM (highest dose often 115 µM), inactives show at the highest dose activity change, negative = inhibition, usual class: inhibitors; hit rate 2.5% among 76,000; AID 1347043; further: potency means the concentration at half of the fitted maximal effect; nearly all actives have a fitted effect of over 65% in size
# Target sequence (P08659 whole entry, looked up): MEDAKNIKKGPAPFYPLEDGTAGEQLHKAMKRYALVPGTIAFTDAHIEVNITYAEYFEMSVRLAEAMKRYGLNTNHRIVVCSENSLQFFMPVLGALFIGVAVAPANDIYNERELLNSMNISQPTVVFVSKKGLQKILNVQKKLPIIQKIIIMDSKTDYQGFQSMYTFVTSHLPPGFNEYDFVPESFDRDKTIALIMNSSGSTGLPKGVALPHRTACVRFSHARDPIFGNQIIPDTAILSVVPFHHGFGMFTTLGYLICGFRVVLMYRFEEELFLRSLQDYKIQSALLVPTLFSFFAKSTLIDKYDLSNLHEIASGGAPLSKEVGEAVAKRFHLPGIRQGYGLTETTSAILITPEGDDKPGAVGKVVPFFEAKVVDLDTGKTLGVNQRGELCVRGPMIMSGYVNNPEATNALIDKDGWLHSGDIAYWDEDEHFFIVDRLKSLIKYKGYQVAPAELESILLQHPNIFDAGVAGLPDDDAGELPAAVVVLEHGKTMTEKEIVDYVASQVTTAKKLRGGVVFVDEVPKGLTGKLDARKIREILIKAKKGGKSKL
#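 Inhibitors were tested against purified firefly luciferase in a biochemical, low-substrate format (both substrates at 10uM) and luminescence measured with a CCD imager.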
# IP6K1 inhibitor = IP6K1 kinase inhibition; hit rate 0.81% among 140,000; IP6K1 kinase, ADP-Glo luminescence, 2 h; stronger effect = lower value; AID 1645851; activity change, % (series mostly up to about 58 µM); in the data active means activity change below about -25%
#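 ADP-Glo luminescence measures ADP made by human IP6K1 during a 2 h RT reaction with ATP/IP6 (mix at 1.3 mM/130 uM); top library doses 57.5 and 19.1 uM final.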
# Numbers without * were called inactive; i = inactive; ? = inconclusive; nt = no result given; [ ] = remark or other dose. Unless noted, the call rests on the fitted dose curve; in most records, active means well fitted curve in the direction sought with a large enough effect; inconclusive means small, poorly fitted or top-dose-only effect, or another doubt; inactive means no such curve, though single readings can be large; an effect the other way counts as inactive or inconclusive. Unless noted, on the % scale 0 is the no-effect control and ±100 the full control effect. This is a subset; rates above refer to the full screens.
entry	compound	3T3 cytotox	SNCA expr inh	HEK293 tox	HEK293 viab
1	O=C(O)CCCC(=O)N1Cc2ccccc2CC2(CCCCN2Cc2ccncc2)C1 (configuration not stated)	-13%	-29%	i	3%
2	COc1ccccc1CNC(=O)Cn1c(=O)nc(-c2ccccc2)c2ccccc21	nt	15%	nt	2%
3	CN1CCC([C@@H]2CN(S(=O)(=O)c3ccc(F)c(F)c3)C[C@H]2C(N)=O)CC1	2%	13%	0%	0%[12.5 µM]
4	O=C(Cn1nc2c(cc1=O)CCCC2)NC1CCS(=O)(=O)C1 (configuration not stated)	i	-4%	28%	12%
5	CCn1nccc1C(=O)N1CCCn2ccnc2C1c1cnn(C)c1 (configuration not stated)	-7%	7%	4%	4%
6	O=C(c1ccc(C(F)(F)F)cc1)N1CCC(N2CCCC2=O)CC1	-10%	0%	-3%	-8%
7	COc1ccc(C)cc1NC(=O)C(=O)NCC(c1cccnc1)N1CCN(c2ccccc2F)CC1 (configuration not stated)	nt	-13%	nt	12%
8	Cc1cc(C(=O)NCCc2noc(-c3ccncc3)n2)nn1C	2%	-18%	-5%	-11%[12.5 µM]
9	COC(=O)[C@@H]1Cc2nc[nH]c2CN1Cc1ccc(C)cc1	?	-7%[87.6 µM]	-2%[230 µM]	0%[87.6 µM]
10	CCc1ccc(C(=O)N2CCC(N3C(=O)CCC3C(N)=O)CC2)cc1 (configuration not stated)	-14%	-12%	0%	?
11	CC1=C[C@@H](CNC(=O)CCC(=O)O)[C@H](C(C)C)C[C@H]1CC(=O)NCc1ccccn1	-18%[174 µM]	-1%[87.6 µM]	-5%[172 µM]	3%[87.6 µM]
12	COc1cccc(C(=O)NC2CCCN(c3cc(-c4ccc(F)cc4)[nH]n3)C2)c1OC (configuration not stated)	?	-5%	?	-6%

entry	GPT2 inhibitor	FLuc inh	IP6K1 inhibitor
1	i	nt	-10
2	nt	nt	-5
3	i	5%	9
4	i	-10%	16
5	i	-6%	-3
6	1%	2%	1
7	nt	nt	15
8	1%	14%	17
9	i	6%[230 µM]	2
10	i	-11%	-1
11	i	-12%[172 µM]	12
12	-8%	-28%	12

# Continuation.
entry	compound	3T3 cytotox	SNCA expr inh	HEK293 tox	HEK293 viab
13	O=C(NCc1ccccc1)c1cnc2n1CCN(Cc1ccccc1)CC2	?	?	?	-21%[87.6 µM]
14	O=C(NCc1cccc(C(F)(F)F)c1)C1CCc2nnc(CN[S+](=O)([O-])c3ccccc3Cl)n21 (configuration not stated)	?	17%	-1%	10%
15	Cn1c(=O)c2c(SCC(=O)N3CCc4ccccc43)nc(-c3cccc(F)c3)nc2n(C)c1=O	nt	13%	nt	-2%
16	COc1ccc(S(=O)(=O)N2CCc3nn(C)c(=O)n3CC2)cc1Cl	-18%	5%	-12%	5%
17	COc1ccc(-c2nc(C)nc3c2CCC3)c2ccc(C)nc12	-27%	54%[activator]	-6%	-15%
18	CCN1C(=O)N(c2ccc(C(C)=O)cc2)S(=O)(=O)c2ccccc21	nt	-11%	nt	-4%
19	Cc1ccc(CNS(=O)(=O)c2ccc(-c3cnc(C4CC4)o3)cc2)cc1	nt	-16%	nt	-7%
20	CCN(Cc1ccccc1)C(=O)CCS(=O)(=O)c1cc(Br)cc2c1N(C(=O)C1CC1)CC2	nt	-17%	nt	0%
21	CCc1nn(CC(=O)NCc2cccc(OC)c2OC)c(=O)c2cc3occc3n12	nt	23%	nt	1%
22	Oc1ccccc1CN1CCNc2cc(Nc3ccccc3)ncc2C1	32µM*	16%[87.6 µM]	28µM*	?
23	Cc1nc(C2CC(O)C2)cc(N2CCC(c3nc(C(C)C)no3)CC2)n1 (configuration not stated)	?	1%	?	-7%
24	O=C(NCc1ccc2c(c1)OCO2)c1ccc2c(c1)N(Cc1ccccc1F)C(=O)c1ccccc1S2=O (configuration not stated)	nt	-17%	nt	-7%

entry	GPT2 inhibitor	FLuc inh	IP6K1 inhibitor
13	1%[88.5 µM]	-6%[172 µM]	-3
14	5%	nt	7
15	nt	nt	12
16	0%	5%	-6
17	i	-11%	13
18	nt	nt	11
19	nt	nt	-13
20	nt	nt	-10
21	nt	nt	15
22	3%[88.5 µM]	5.6µM*	-15
23	3%[11.5 µM]	7%	-12
24	nt	nt	12

# Screen by screen, quoted from above.
# IP6K1 inhibitor, compounds 19 to 24, in order: -13, -10, 15, -15, -12, 12

# (more compounds)
entry	compound	3T3 cytotox	SNCA expr inh	HEK293 tox	HEK293 viab
25	O=C1CC2(CCN(C(=O)C3CCCN(C(=O)Cc4ccc(F)cc4)C3)CC2)Oc2ccccc2N1 (configuration not stated)	?	-1%	?	-7%
26	COc1cc(-c2nc(C3CC(=O)N(c4ccc(Cl)cc4)C3)no2)cc(OC)c1OC (configuration not stated)	-21%	15%	?	-4%
27	Cn1cnc(S(=O)(=O)N2CCC(C(=O)NCc3ccccc3)CC2)c1	nt	23%	nt	6%
28	O=C(C1CCN(Cc2ccccc2-c2ccccc2F)CC1)N1CCC(Cc2ccccc2)CC1	35µM*	nt	35µM*	nt
29	CC(=O)Nc1ccc(CNC[C@H]2Cn3c(-c4ccc(F)cc4)cnc3CO2)cc1	?	10%[87.6 µM]	?	2%[87.6 µM]
30	COc1ccc(CCNC(=O)c2ccc3nnc(-c4ccc(OC(F)(F)F)cc4)n3c2)cc1	-8%	-9%	?	3%
31	Cc1ccc(Nc2c(-c3ccc(Br)o3)nc3ccccn23)cc1	nt	51%[activator]	nt	18%
32	O=C(Nc1ccccc1)N1CCCC(c2nn(-c3ccc(F)cc3)c(=O)[nH]2)C1 (configuration not stated)	-16%	7%	-28%	-11%
33	Cc1cccc2sc(N(Cc3cccnc3)C(=O)COc3ccccc3)nc12	nt	10%	nt	-5%
34	COc1ccc(C(=O)N2C[C@@H](Oc3cccnc3)C[C@H]2C(=O)NC2CC2)cc1F	-4%	13%	-19%	-7%
35	Cc1ccccc1N1Cc2c(NCC(C)C)ncnc2N(C)CC1=O	-2%	5%	-3%	-9%
36	CCOc1ccc(S(=O)(=O)N2CCCN(C)c3ccccc32)cc1	?	-20%	?	-19%

entry	GPT2 inhibitor	FLuc inh	IP6K1 inhibitor
25	i	nt	-6
26	i	-3%	-4
27	nt	nt	2
28	nt	nt	18
29	4%[88.5 µM]	6%[172 µM]	15
30	3%	nt	0
31	nt	nt	16
32	i	2%	19
33	nt	nt	-7
34	-5%	4%	1
35	?	nt	-1
36	-1%	2%	-12

# Carrying on:
entry	compound	3T3 cytotox	SNCA expr inh	HEK293 tox	HEK293 viab
37	CN1CCN(CC2(N)CCCCC2)CC1	-27%[174 µM]	-4%[87.6 µM]	-5%[230 µM]	-20%[87.6 µM]
38	CNC(=O)CN(C)[C@H]1C[C@@H]2CO[C@H](C(C)C)C[C@@H]2C1	?	nt	-7%	nt
39	O=C1CC2(CCN(Cc3ccc(C(F)(F)F)cc3)CC2)Oc2ccccc2N1c1ccccc1	25µM*	?	20µM*	-27%
40	CCCC(=O)Nc1cccc(-c2nc3cc(C)c(C)cc3o2)c1C	nt	-7%	nt	1%
41	Cc1ccccc1CN1C(=O)c2ccccc2S(=O)c2ccc(C(=O)NCc3ccc4c(c3)OCO4)cc21 (configuration not stated)	nt	5%	nt	0%
42	Cc1cc(NC(=O)c2ccc3c(c2)N(Cc2cccc(Cl)c2)C(=O)c2ccccc2S3(=O)=O)ccc1Br	nt	-10%	nt	7%
43	Cc1ccc(-n2nc(C)c3c(C)cc(=O)n(CC(=O)NC(C)c4ccccc4)c32)cc1 (configuration not stated)	nt	-3%	nt	-1%
44	Cc1ccc(-c2nnc([C@H]3CCN(C(=O)CCC(=O)O)C3)o2)cc1	i	25%[87.6 µM]	5%[172 µM]	-1%[87.6 µM]
45	O=C(O)c1ccc(CN2CC[C@H](c3nnc(-c4ccc(Cl)cc4)o3)C2)cc1	?	29%[87.6 µM]	?	?
46	O=C(NC1CCCc2c1[nH]c1ccccc21)c1cccs1 (configuration not stated)	?	-10%	?	-7%
47	CC(C)(Oc1nn(CC2CCOCC2)c2ccccc12)C(=O)Nc1ccccn1	-23%[138 µM]	-10%[87.6 µM]	?	-21%[87.6 µM]
48	Cc1nn(-c2ccccc2)c2c1C(C)N(CC1CN(C(=O)c3ccc4c(c3)OCO4)C1)C2=O (configuration not stated)	20µM*	nt	?	nt

entry	GPT2 inhibitor	FLuc inh	IP6K1 inhibitor
37	1%[88.5 µM]	nt	-4
38	nt	nt	2
39	1%	-1%	2
40	nt	nt	-20
41	nt	nt	5
42	nt	nt	-17
43	nt	nt	4
44	-10%[88.5 µM]	-14%[172 µM]	-1
45	-1%[88.5 µM]	-34%[172 µM]	-4
46	i	-8%	-2
47	i	6%[172 µM]	-9
48	nt	nt	-4

# Additional compounds follow:
entry	compound	3T3 cytotox	SNCA expr inh	HEK293 tox	HEK293 viab
49	CCc1cnc(N2CCC(Oc3cnc4c(ccn4CCN[S+](C)(=O)[O-])c3)CC2)nc1	?	-21%	?	-10%
50	CCN(CC)c1cc(C)nc2nc(-c3ccc(C)cc3)nn12	nt	25%	nt	-1%
51	CN(Cc1ccccc1)Cc1ccccc1C(F)(F)F	-16%[138 µM]	3%[87.6 µM]	-15%[172 µM]	-5%[87.6 µM]
52	CCN(C(=O)c1cc(S(=O)(=O)N2CCCCC2)c[nH]1)c1ccc(OC)cc1	nt	?	nt	4%
53	COc1ccc(Cn2c(=O)[nH]c3cc(C(=O)NCCC(C)C)ccc3c2=O)cc1	nt	16%	nt	-2%
54	O=C(NCc1cccc(Cl)c1)c1ccc2nc(-c3ccccn3)oc2c1	?	75%[activator]	?	5%
55	O=C(COc1ccc2nncn2n1)N1CCOCC(O)(CN2CCCC2)C1 (configuration not stated)	-19%	-10%	-30%	5%
56	CCOc1ccc(C2=NC(c3cccs3)=Nc3ccc(CC)cc3N2)cc1OCC	nt	21%	nt	-9%

entry	GPT2 inhibitor	FLuc inh	IP6K1 inhibitor
49	2%	0%	-13
50	nt	nt	0
51	i	1%[172 µM]	-4
52	nt	nt	14
53	nt	nt	-5
54	i	nt	-5
55	-14%	8%	5
56	nt	nt	3

# From no. 53 to 56, copied from above:
entry	compound	3T3 cytotox	SNCA expr inh	HEK293 tox	HEK293 viab
53	COc1ccc(Cn2c(=O)[nH]c3cc(C(=O)NCCC(C)C)ccc3c2=O)cc1	nt	16%	nt	-2%
54	O=C(NCc1cccc(Cl)c1)c1ccc2nc(-c3ccccn3)oc2c1	?	75%[activator]	?	5%
55	O=C(COc1ccc2nncn2n1)N1CCOCC(O)(CN2CCCC2)C1 (configuration not stated)	-19%	-10%	-30%	5%
56	CCOc1ccc(C2=NC(c3cccs3)=Nc3ccc(CC)cc3N2)cc1OCC	nt	21%	nt	-9%

entry	GPT2 inhibitor	FLuc inh	IP6K1 inhibitor
53	nt	nt	-5
54	i	nt	-5
55	-14%	8%	5
56	nt	nt	3

# Screening results: PubChem, National Center for Advancing Translational Sciences (NCATS)
